Assay outcomes as filed in PubChem BioAssay.
MITF primary: blocks human microphthalmia-associated transcription factor. O75030. AlphaScreen MITF homodimerization, bead proximity signal. inhibition, % at 2.6 µM. 0.91% of 650,000 active; in the data active means inhibition above about 50%;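 further: 0% = vehicle wells with protein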
Target sequence (O75030 whole entry, looked up): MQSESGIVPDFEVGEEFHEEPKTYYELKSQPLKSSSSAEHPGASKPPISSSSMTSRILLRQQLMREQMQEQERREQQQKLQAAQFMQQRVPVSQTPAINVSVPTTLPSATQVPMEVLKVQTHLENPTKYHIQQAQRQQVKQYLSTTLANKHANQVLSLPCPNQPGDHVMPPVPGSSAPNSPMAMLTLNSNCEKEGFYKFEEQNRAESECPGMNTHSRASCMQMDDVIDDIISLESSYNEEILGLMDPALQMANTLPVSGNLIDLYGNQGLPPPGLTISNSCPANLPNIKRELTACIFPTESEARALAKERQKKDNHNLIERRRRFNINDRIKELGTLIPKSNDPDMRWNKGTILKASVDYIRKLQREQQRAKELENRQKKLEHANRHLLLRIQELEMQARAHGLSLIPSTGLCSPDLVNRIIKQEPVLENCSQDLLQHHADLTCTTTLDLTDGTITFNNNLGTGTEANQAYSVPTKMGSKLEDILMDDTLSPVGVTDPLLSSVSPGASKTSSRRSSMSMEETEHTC
TEAD-YAP block: TEAD-YAP interaction inhibition | HEK-TIYL cells, TEAD-Gal4/YAP UAS-luciferase luminescence | inhibition, % at 9.12 µM | 1.4% of 640,000 active | AID 1259422; in the data active means inhibition above about 32%;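 further: 0% = median of test compound wells and 100% = reference inhibitor wells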
FBW7 act: human FBW7 E3 ligase activation, primary screen. normalized activity (activation), % at 26.1 µM. Q969H0. 0.13% of 650,000 active. AlphaScreen FBW7–phospho-cyclin E peptide binding, activator screen; in the data active means normalized activity above about 1.9%;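 further: purified mutant Fbw7 with reduced substrate affinity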
GPR151 ag: activators of human GPR151; activation, % at 11.2 µM; 1% of 650,000 active; PathHunter beta-arrestin GPR151 cells, luminescence; AID 1508602; Q8TDV0; in the data active means activation above about 4.9%;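 further: 0% = median of compound wells and 100% = cells with positive control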
Target sequence (Q8TDV0 whole entry, looked up): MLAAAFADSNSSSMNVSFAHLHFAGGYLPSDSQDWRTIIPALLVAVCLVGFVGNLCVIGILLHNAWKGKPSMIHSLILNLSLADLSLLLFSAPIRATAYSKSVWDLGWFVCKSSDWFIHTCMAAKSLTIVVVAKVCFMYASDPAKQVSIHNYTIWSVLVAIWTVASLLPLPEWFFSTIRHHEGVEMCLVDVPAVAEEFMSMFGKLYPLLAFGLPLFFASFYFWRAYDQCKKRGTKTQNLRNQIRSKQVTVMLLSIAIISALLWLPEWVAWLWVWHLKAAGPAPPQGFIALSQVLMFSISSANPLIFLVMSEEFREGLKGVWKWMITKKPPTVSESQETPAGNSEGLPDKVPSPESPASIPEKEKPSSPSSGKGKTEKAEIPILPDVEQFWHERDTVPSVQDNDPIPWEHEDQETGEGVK
* marks the source's active call; other numbers are inactive results. Compounds were not picked by outcome. About 3.4% of those tested had a hit in this group.

SMILES | MITF primary | TEAD-YAP block | FBW7 act | GPR151 ag
S=C(Nc1cccnc1)Nc1cccc2cnccc12 | -5 | 13 | -0.4 | 0.2
C/C(=N\Nc1nc2ccccc2[nH]1)c1ccc(S(=O)(=O)NCc2ccco2)cc1 | 1 | 12 | -0.3 | -1.7
CN(C)c1ccc(C(=O)N2CCN(c3ccc(F)cc3)CC2)cc1 | 13 | -2 | 0.1 | 0.3
Cc1csc(SCC(=O)c2cc(C)n(Cc3cccs3)c2C)n1 | 3 | 59* | 0.0 | -0.6
COc1cc(OC)c(NC(=O)Cn2c(C)cc3ccccc3c2=O)cc1Cl | 6 | 4 | -0.1 | 1.5
CCOC(=O)N1CCN(C(=O)c2cc3c(s2)-c2ccccc2SC3)CC1 | 5 | -7 | -0.1 | 1.3
CC(=O)C1=C(C)NC(SCC(=O)c2ccc(Cl)cc2)=C(C#N)C1c1c[nH]c2ccccc12 (stereo not drawn) | 18 | -4 | 0.1 | 1.6
COc1ccc(/C=N/NC(=O)CN(c2ccc(Cl)cc2)S(C)(=O)=O)c(OC)c1 | 21 | 10 | 0.1 | 0.9
Cc1ccccc1NC(=O)C1C2/C=C\CCCCC21 (stereo not drawn) | 1 | 3 | -0.1 | -1.0
CCCCOc1ccc(C2CCCC(CCC)CC2)cc1 (stereo not drawn) | 4 | -2 | 0.0 | 0.4
COC(=O)c1c(NC(=O)c2cc3ccccc3oc2=O)sc(C)c1C | 14 | -6 | 0.1 | -1.5
Cc1c([N+](=O)[O-])cc(NC(=O)C(F)(F)F)cc1[N+](=O)[O-] | -2 | 3 | 0.1 | -0.3
C=CCN=C1SC(CC)C(=O)N1S(=O)(=O)c1ccc(C)cc1 (stereo not drawn) | -2 | 4 | 0.0 | -1.1
COc1ccc(C2C(C(=O)c3ccco3)=C(O)C(=O)N2Cc2cccnc2)cc1 (stereo not drawn) | 2 | 2 | -0.1 | -1.8
Cc1ccc2c(CN3CCN(c4ncccn4)CC3)cc(=O)oc2c1 | 6 | 21 | 0.6 | -0.7
COc1ccc(CNC(=O)c2ccc(CS(=O)Cc3ccc(Cl)cc3)o2)cc1 (stereo not drawn) | -7 | 6 | -0.1 | -0.7
CCCN1C(=O)c2ccc(C(=O)Nc3ccc(CC(=O)O)cc3)cc2C1=O | 10 | 9 | 0.2 | 2.2
Cc1cc(C(=O)O)ccc1NC(=O)c1ccc([N+](=O)[O-])cc1 | 9 | -5 | -0.1 | -1.2
CCOc1ccc(C(=O)Nc2c3c(nn2-c2ccc(C)cc2)CS(=O)(=O)C3)cc1OCC | 4 | 4 | -0.2 | -0.2
CCN1CCN(C(c2cccs2)C(C)NC(=O)NC2CCCCC2)CC1 (stereo not drawn) | 1 | -2 | 0.1 | -0.6
CCOc1ccc(-c2nc(-c3ccc(OC)c(OC)c3)no2)cc1OCC | -10 | -10 | 0.2 | -0.7
Cc1nn(C)c(C)c1NC(=O)CSc1nccc(-c2ccc(F)cc2)n1 | 3 | -4 | 0.0 | 0.4
COC(=O)C1=NNC2C(=O)N(c3cccc(C)c3C)C(=O)C12 (stereo not drawn) | 18 | 2 | 0.2 | -0.2
NNC(=O)Cc1n[nH]c(=O)c2ccccc12 | -1 | 19 | 0.2 | -0.2
COc1ccccc1C1CC(c2ccc(Cl)cc2)=NN1c1ccccc1F (stereo not drawn) | -25 | 1 | 0.0 | -0.2
CCC(=O)N1c2ccc(S(=O)(=O)CCC(=O)Nc3cccc(CC)c3)cc2CC1C (stereo not drawn) | 2 | 11 | -0.4 | 0.1
Cc1cc(=O)n2c(-c3cccc(NC(=O)c4ccc(Cl)cc4Cl)c3)csc2n1 | 9 | 14 | 0.2 | 1.4
C=CCSc1nnc2c(n1)OC1(Nc3ccccc3-2)C(=O)Nc2ccc(Cl)cc21 (stereo not drawn) | -2 | -49 | -0.1 | 0.2
O=C(NNC(=O)c1cccc(I)c1)c1ccccc1 | 9 | -14 | 0.4 | 3.1
CC(C)N(CC(N)=O)C(=O)c1ccc2c(c1)S(=O)(=O)c1ccccc1C2=O | -16 | -1 | -0.2 | 1.6
CCOC(=O)c1c(NC(=O)COc2ccccc2)sc(C(=O)Nc2cccc(Cl)c2C)c1C | 0 | -5 | -0.1 | 0.0
COC(=O)c1ccc(NC(=S)NC2CC(C)(C)NC(C)(C)C2)cc1 | -13 | -5 | -0.3 | -0.6
CCOC(=O)c1ccc(NC(=O)CN(c2ccc(OC)cc2)S(=O)(=O)c2ccc(C)cc2)cc1 | -3 | 14 | -0.1 | 0.3
COc1ccc(CC(=O)NCC(c2cccs2)N2CCc3ccccc32)cc1 (stereo not drawn) | -5 | -2 | -0.1 | -0.5
O=C(Nc1ccc(Cl)cc1C(F)(F)F)C1CC(=O)N(c2ccc(F)cc2)C1 (stereo not drawn) | 18 | 5 | 0.6 | -0.9
Cc1ccc(N=C(N)N=C(N)N)c(C)c1 | 9 | -4 | 0.1 | 1.0
CC(C)C1Oc2ccccc2N(CC(=O)N(Cc2ccccn2)CC2CCCO2)C1=O (stereo not drawn) | 19 | -6 | 0.7 | -0.4
CCOc1ccc(CNc2ccc(N3CCN(C(C)=O)CC3)cc2)cc1 | 13 | 5 | -0.1 | -0.9
CCN(CC)CCN1C(=O)C(O)=C(C(=O)c2ccc(C)o2)C1c1ccccn1 (stereo not drawn) | -11 | 1 | -0.1 | 0.7
Cc1ccc2c(C)nc(N3CCC(C(=O)NC(C)Cc4cccs4)CC3)nc2c1 (stereo not drawn) | 2 | -17 | 0.1 | 0.9
CCOc1cc(/C=C2/C(=N)N3C(c4ccccc4)=CSC3=NC2=O)ccc1OCc1ccccc1 | -2 | 8 | -0.1 | 0.9
CC1=C(C(=O)Nc2ccc(C)cc2C)C(c2ccccc2Br)NC(=O)N1 (stereo not drawn) | 7 | -7 | -0.2 | 2.5
O=C(Cc1cccs1)Nc1ccc(C(=O)Nc2ccc(O)cc2)cc1 | -9 | -6 | 0.0 | 0.9
COC(=O)C(Cc1ccccc1)NC(=O)[C@@H]1CCCN1C(=O)OC(C)(C)C (stereo partly drawn) | 17 | 3 | 0.1 | 0.0
COc1cccc(C2CC(c3ccccc3)=NN2C(C)=O)c1OC (stereo not drawn) | 7 | 1 | 0.0 | 0.6
O=C1OCCN1S(=O)(=O)c1ccccc1Cl | 4 | -11 | -0.1 | -1.0
O=C1C=C(c2c(O)ccc3ccccc23)c2ccccc2C1=O | 15 | -2 | 0.2 | -0.6
COc1cc2ccccc2cc1C(=O)Nc1ccccc1F | -2 | -68 | 1.4 | 0.3
NC(=O)C1CC(=O)N(CCCc2ccccc2)C(=Nc2ccccc2)S1 (stereo not drawn) | 5 | 5 | -0.1 | -1.2
CCC(CC)C(=O)OCC(=O)c1cc(OC)ccc1OC | -11 | 10 | 0.1 | -1.2
CCOC(=O)N1CCN(S(=O)(=O)c2cc(OCC)ccc2OCC)CC1 | -2 | 17 | 0.2 | -0.8
CCOC(=O)C1C(=O)C=C(c2ccco2)CC1c1ccc(C)cc1 (stereo not drawn) | -5 | 4 | -0.2 | -0.3
Cc1cc(NC(=O)c2ccc(Cl)c(S(=O)(=O)N3CCCCC3)c2)no1 | 6 | 12 | 0.0 | 0.4
O=C1C=C(NCCc2ccccc2)CC(c2ccco2)C1 (stereo not drawn) | 12 | -10 | -0.1 | 1.3
N#Cc1c(C(F)(F)F)nn(-c2ccccc2)c1N | -2 | -20 | 0.0 | 0.2
CCOC(=O)C1(Cc2ccc(OC)cc2)CCN(S(=O)(=O)c2cccc(C)c2)CC1 | 0 | -1 | 0.1 | -1.5
CCCCOCCCNC(=O)c1cc(C(=O)OC)cc([N+](=O)[O-])c1 | -15 | -1 | 0.0 | -0.4
CCOC(=O)Cc1csc(NC(=O)c2ccc(C)c([N+](=O)[O-])c2)n1 | -13 | 0 | 0.1 | 0.0
COC(CNS(=O)(=O)c1ccc2c(c1)c(=O)n(C)c(=O)n2C)OC | 1 | -3 | -0.2 | -0.7
Cc1c(C(=O)Nc2nc3ccccc3s2)sc2ncn(CC(=O)N3CCCCC3)c(=O)c12 | -6 | 3 | -0.3 | -1.1
(next part)
SMILES | MITF primary | TEAD-YAP block | FBW7 act | GPR151 ag
CCCc1cc(=O)[nH]c(SCC(=O)N2C(C)CCCC2C)n1 (stereo not drawn) | 7 | 0 | -0.1 | 1.4
CC1CCN(C2=NC(=O)/C(=C\c3ccc(N(C)C)cc3)S2)CC1 | 5 | -49 | -0.1 | 0.7
CCOC(=O)c1sc(N)c(C(=O)Nc2ccccc2OC)c1C | 2 | 54* | 0.2 | -0.4
O=S(=O)(c1c(F)cccc1F)N1CCN(Cn2nc(-c3ccco3)oc2=S)CC1 | 15 | 1 | 0.6 | -2.5
COCCNC(=O)c1cc(-c2ccc(F)cc2)[nH]c1C | 10 | 2 | 0.4 | -0.2
CCOc1ccccc1NC(=O)C(=O)NCCc1ccc(Cl)cc1 | 16 | -1 | 0.2 | -1.4
COc1ccc(C2C(C#N)=C(N)N(c3ccc(Br)cc3)C3=C2C(=O)CC(C)(C)C3)cc1 (stereo not drawn) | 10 | -6 | 0.2 | -0.1
O=S(=O)(NCC(c1ccco1)N1CCOCC1)c1ccc(Br)cc1 (stereo not drawn) | 11 | 3 | 0.2 | -1.0
O=C(O)C(Cc1ccccc1)NS(=O)(=O)c1ccc2ccccc2c1 (stereo not drawn) | -2 | -1 | 0.3 | -0.2
CCOCCn1cnc2sc(C(=O)NC3CCCCC3)c(C)c2c1=O | -3 | 3 | -0.1 | 0.6
CCOC(=O)C1=C(N)OC2=C(C(=O)CC(C)(C)C2)C1c1ccccc1OCC (stereo not drawn) | 5 | 5 | 0.0 | -1.3
COc1cc2nc(NCc3cccnc3)nc(Nc3ccccc3)c2cc1OC | 1 | -9 | 0.1 | -1.2
COCCCN1C(=O)C(=O)/C(=C(/O)c2ccccc2)C1c1cc(OC)ccc1OC (stereo not drawn) | -22 | 8 | 0.2 | -0.2
COc1ccc(C(=O)OCC(=O)N2CC3(C)CC2CC(C)(C)C3)cc1 (stereo not drawn) | 18 | 1 | 0.1 | -1.1
Cc1ccc(Cc2nc3ccccc3[nH]2)cc1 | -5 | -10 | -0.2 | 2.9
CCC[C@@H]1NC(=O)[C@@H]2C[C@H](NC(=O)Nc3ccc(Cl)cc3C)CN2C1=O | 5 | 6 | 0.0 | -0.3
Cc1nnc(NC(=O)CSc2ccc3nnc(-c4ccccn4)n3n2)s1 | -1 | -8 | -0.7 | -0.7
CCCCCCNc1ncc2c(n1)c(=O)c(C#N)c1[nH]c3ccccc3c(=O)n12 | -14 | -6 | 0.5 | 0.5
CCOc1ccc(C(=O)Nc2ccc(-c3cc4ccccc4oc3=O)c(C)c2)cc1[N+](=O)[O-] | -6 | -11 | 0.0 | -0.2
Cn1c(=O)c2c(nc3n(CCO)c(-c4ccc(F)cc4)cn23)n(C)c1=O | 6 | 5 | 0.0 | -0.2

Entries listed so far containing a CF3 group, in the order listed:
SMILES | MITF primary | TEAD-YAP block | FBW7 act | GPR151 ag
Cc1c([N+](=O)[O-])cc(NC(=O)C(F)(F)F)cc1[N+](=O)[O-] | -2 | 3 | 0.1 | -0.3
O=C(Nc1ccc(Cl)cc1C(F)(F)F)C1CC(=O)N(c2ccc(F)cc2)C1 (stereo not drawn) | 18 | 5 | 0.6 | -0.9
N#Cc1c(C(F)(F)F)nn(-c2ccccc2)c1N | -2 | -20 | 0.0 | 0.2

Returning to the listing; the six compounds before the break are reprinted first.
SMILES | MITF primary | TEAD-YAP block | FBW7 act | GPR151 ag
Cc1ccc(Cc2nc3ccccc3[nH]2)cc1 | -5 | -10 | -0.2 | 2.9
CCC[C@@H]1NC(=O)[C@@H]2C[C@H](NC(=O)Nc3ccc(Cl)cc3C)CN2C1=O | 5 | 6 | 0.0 | -0.3
Cc1nnc(NC(=O)CSc2ccc3nnc(-c4ccccn4)n3n2)s1 | -1 | -8 | -0.7 | -0.7
CCCCCCNc1ncc2c(n1)c(=O)c(C#N)c1[nH]c3ccccc3c(=O)n12 | -14 | -6 | 0.5 | 0.5
CCOc1ccc(C(=O)Nc2ccc(-c3cc4ccccc4oc3=O)c(C)c2)cc1[N+](=O)[O-] | -6 | -11 | 0.0 | -0.2
Cn1c(=O)c2c(nc3n(CCO)c(-c4ccc(F)cc4)cn23)n(C)c1=O | 6 | 5 | 0.0 | -0.2
COc1ccc(NC2OC(CO)C(O)C(O)C2O)c([N+](=O)[O-])c1 (stereo not drawn) | -3 | -5 | 0.0 | 1.2
CN(CC(=O)NC1CCCCCC1)c1nnc(N2CCCC2=O)s1 | 9 | -2 | 0.7 | -1.6
S=C1NC2=C(C(c3ccccc3)N1)N1CCC2CC1 (stereo not drawn) | 16 | -6 | -0.1 | -0.9
CC(=O)Nc1ccc(Oc2cc(N)cc([N+](=O)[O-])c2)cc1 | 9 | -10 | 0.0 | 3.0
COc1cc(NC(=O)c2ccc3nc(Br)sc3c2)cc(OC)c1OC | 11 | 2 | 0.3 | -1.1
COC(=O)c1ccc(/C=c2/sc3nc4c(C)cc(C)cc4n3c2=O)cc1 | 12 | -2 | 0.1 | -0.1
CCc1ccc(N(CC(=O)Nc2ccc(Cl)cc2C)S(C)(=O)=O)cc1 | 4 | 1 | 0.6 | -0.3
O=C(NCC1CCCO1)c1ccc(CN2CCN(c3ccccn3)CC2)[nH]c1=O (stereo not drawn) | -8 | -2 | 0.0 | 1.2
O=C(O)c1cccnc1SCc1ccccc1F | 9 | -11 | 0.1 | 0.1
